Screening results deposited in PubChem by National Center for Advancing Translational Sciences (NCATS).
Pf growth 96h: P. falciparum growth inhibition at 96 hour, primary screen for plastid delayed-death inhibitors. P. falciparum luciferase reporter growth, 96 h. Potency, µM (top dose mostly 28.7 µM), inactives show top-dose activity change, negative = inhibition, actives largely listed as inhibitors. 320,000 compounds, 6.9% hits; also: potency is read from the fitted curve at half-maximal effect; % is scaled to controls: 0 for no effect and ±100 for the full control effect
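Infected RBCs, 2% Hct / 0.05% parasitemia final; luciferase-reporter P. falciparum; cpd 96 h, 37 C, 5% CO2; luciferase detection reagent; luminescence.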
Pf growth 48h: inhibits P. falciparum growth in the first generation, 48 h; Potency, µM (highest dose often 28.7 µM), for the others: at the highest dose activity change, negative = inhibition, usual class: inhibitors; 310,000 compounds, 5.9% hits; AID 504832; P. falciparum luciferase growth in erythrocytes, 48 h; also: potency is read from the fitted curve at half-maximal effect; % is scaled to controls: 0 for no effect and ±100 for the full control effect
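Read-out is firefly luciferase luminescence from an integrated reporter in P. falciparum, so falling signal marks reduced parasite growth. Infected erythrocytes were at 2% hematocrit and 0.1% parasitemia (final) in Albumax-supplemented RPMI 1640.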
Cycloheximide cs: counter-screen hit for Shiga toxin inhibitors, cycloheximide; cell reporter, cycloheximide protein synthesis inhibition counterscreen; max response, %; 300,000 compounds, 12% hits; AID 2314; in the data active = max response mostly above about 13%, no sharp cut-off; inactive = mostly below about 14%; also: read at 38.3 µM for the half of the compounds with a filed dose; 0% is about no effect
FBPA Giardia inh: blocks Giardia fructose-bisphosphate aldolase activity; A8B2U2; purified Giardia FBPA; Potency, µM (doses to about 59.6 µM), for the others: at the highest dose activity, negative = inhibition, usual class: inhibitors; 290,000 compounds, 0.71% hits; AID 2451; also: potency is read from the fitted curve at half-maximal effect; % is scaled to controls: 0 for no effect and ±100 for the full control effect; nearly all actives have a fitted effect of over 55% in size
Target sequence (A8B2U2 whole entry, looked up): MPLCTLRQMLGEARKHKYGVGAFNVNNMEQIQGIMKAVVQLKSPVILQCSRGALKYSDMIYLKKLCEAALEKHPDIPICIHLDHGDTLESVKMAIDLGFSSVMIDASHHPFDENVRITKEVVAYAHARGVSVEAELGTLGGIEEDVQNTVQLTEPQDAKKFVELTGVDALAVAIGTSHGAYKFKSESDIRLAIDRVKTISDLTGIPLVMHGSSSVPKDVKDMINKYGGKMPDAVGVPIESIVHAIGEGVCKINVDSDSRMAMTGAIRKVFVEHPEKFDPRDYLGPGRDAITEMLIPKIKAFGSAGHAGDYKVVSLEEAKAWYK
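Giardia FBPA (40 nM reagent) was preincubated 10 min at RT with compound (up to 57.5 uM final), then substrate plus GAPDH/TPI/NAD/arsenate coupling system with diaphorase/resazurin was added; resorufin fluorescence (525/598 nm) was read after 20 min.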
Shiga toxin inh: blocks Shiga toxin action in Vero cells | AID 2315 | 290,000 compounds, 9.2% hits | inhibition, % at 38.7 µM | Vero cells, Shiga toxin protein synthesis inhibition reporter; in the data active = inhibition mostly above about 28%, no sharp cut-off; inactive = mostly below about 43%; also: 0% is about no effect
HCV inh: inhibitors of hepatitis C virus infection; Huh7.5.1 HCVcc-Cre infection, luciferase reporter, 44 h; Potency, µM (titrated, usually from 41.8 µM), without a hit: top-dose activity change, negative = inhibition, hits mostly inhibitors; 340,000 compounds, 3.4% hits; AID 651820; also: potency is read from the fitted curve at half-maximal effect; % is scaled to controls: 0 for no effect and ±100 for the full control effect
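Infectious HCVcc-Cre (~0.5 moi) was added to cells just after compound, with cells seeded 4 h earlier at 1,000 per well. Luciferase activity after 44 h culture reported infection; substrate was incubated 15 min at room temperature before reading.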
Active calls of the source: *; ? = inconclusive; nt = no result given; [ ] = remark or other dose. Unless noted, calls follow the shape of the dose curve; as a rule, active = well fitted curve in the direction sought with a large enough effect; inconclusive = small, poorly fitted or top-dose-only effect, or another doubt; inactive = no such curve, though single readings can be large; an effect the other way counts as inactive or inconclusive. Outcome played no part in choosing rows. Share with any hit: about 24%.

SMILES	Pf growth 96h	Pf growth 48h	Cycloheximide cs	FBPA Giardia inh	Shiga toxin inh	HCV inh
CCc1ccc2[nH]c(=O)c(CN(CCN3CCOCC3)C(=O)Nc3ccccc3F)cc2c1	nt	?	16	1%	18	7%
CNC(=O)c1ccc(CNC(=O)OCC(F)(F)F)cc1	57%[activator]	-21%	5	7%	13	22%
C/C(=N\NC(=O)c1ccc(Cl)cc1)c1ccccn1	-42%	?	40*	-7%	85*	3.2µM*
CN=C1S/C(=C\c2ccc(N3CCOCC3)c(F)c2)C(=O)N1C	nt	31%[activator]	2	8%	-5	?
CCn1c(C(O)c2cccc(OC)c2OC)nc2ccccc21 (stereo unspecified)	nt	-3%	-1	-1%	5	-6%
O=C(C(Cc1ccccc1)NS(=O)(=O)c1ccc(F)cc1)N1CCC2(CC1)OCCO2 (stereo unspecified)	30%[activator]	nt	-5	1%	-8	0%
CC(C)C(C(=O)NCC1CCCO1)N(C(=O)CNS(=O)(=O)c1ccccc1)c1ccc(F)cc1 (stereo unspecified)	-3%	-1%	5	-1%	-10	5%
CNC(=O)/C=C1\NC(C)(C)Cc2c1ccc1ccccc21	?	?	1	-4%	24	-14%
CC1CCCC(C)N1C(=O)COC(=O)c1ccc[nH]c1=O (stereo unspecified)	20%	21%	-2	3%	1	11%
CCN(CC)C(=O)COC(=O)C1=NN(c2cc(C)ccc2C)C(=O)CC1	16%	?	3	13%	-4	19%
Nc1ccc(S(=O)(=O)Nc2cccc3cccnc23)cc1	nt	nt	6	-24%	-4	nt
Cc1nc2ccc(C(=O)Nc3ccc4nc[nH]c4c3)cc2[nH]1	-10%	26%	5	-12%	-8	23%
Cc1ccc(F)cc1N=Cc1c(O)c2ccccc2oc1=O	2%	1%	-1	-5%	-17	5%
CCSc1nnc2ccc(-c3ccco3)nn12	-33%	17%	-2	1%	-10	1%
CCc1nnc(NC(=O)c2cccnc2)s1	13%	nt	-4	-7%	-11	-25%
CCOP(=O)(Nc1ccc2oc(=O)c3ccccc3c2c1)OCC	-24%	-10%	-4	6%	-5	?
Cc1cccc(-n2c(O)c(C=Nc3cccc(O)c3)c3ccccc3c2=O)n1	-24%	?	11	-4%	-9	?
CC(NC(=O)CC1Nc2ccccc2NC1=O)c1ccccc1 (stereo unspecified)	?	?	-1	0%	-6	0%
COC(=O)[C@@H](c1ccccc1)N(C)S(=O)(=O)c1cccc(S(=O)(=O)N(C)[C@@H](C(=O)OC)c2ccccc2)c1	?	13µM*	1	-4%	-6	?
CCOC(=O)Cc1nnc(NC(=O)C23CC4CC(CC(C4)C2)C3)s1	?	13µM*	11	-3%	13	15%
CSc1ccc(CCNS(=O)(=O)c2ccc3c(c2)C(C)(C)C(=O)N3C)cc1	?	13%	1	nt	8	-16%
Cc1cc(C)n2cc(CSc3nc4ccccc4[nH]3)nc2n1	?	38%[activator]	-5	2%	-2	6%
CCCCNC(=O)NNc1nc(Cl)cc(C)c1C#N	5%	?	-2	0%	-3	-26%
COCCNc1cc(NCCOC)c([N+](=O)[O-])cc1[N+](=O)[O-]	4%	0%	-2	3%	-7	0%
N#CCCN(Cc1cccnc1)C(=S)NC(=O)C1CC1	-4%	?	-1	-17%	-1	nt
CCNC(=S)NNC(=O)c1ccncc1	?	9%	-2	?	-11	12%
O=C(C1CC1)N1CCc2cc(S(=O)(=O)NCCC3=CCCCC3)ccc21	?	63%[activator]	-1	0%	-11	-4%
CCOc1ccccc1OC(C)C(=O)Nc1ccc(S(=O)(=O)N2CCCC2)cc1 (stereo unspecified)	0%	?	-1	nt	-8	-22%
CCc1ccccc1NC(=O)CN(C)C(=O)CSc1nnc(Nc2cccc(C)c2C)s1	?	?	4	8%	-1	?
O=C(CN1C2CCCC1CC(NC(=O)c1ccccc1)C2)Nc1nccs1 (stereo unspecified)	9.3µM*	?	-2	-5%	-8	10%

Quoted from the listing:
Shiga toxin inh with COCCNc1cc(NCCOC)c([N+](=O)[O-])cc1[N+](=O)[O-] : -7
Cycloheximide cs with N#CCCN(Cc1cccnc1)C(=S)NC(=O)C1CC1 : -1
Pf growth 96h with CCCCNC(=O)NNc1nc(Cl)cc(C)c1C#N : 5%
Shiga toxin inh with CCNC(=S)NNC(=O)c1ccncc1 : -11

The list continues.
SMILES	Pf growth 96h	Pf growth 48h	Cycloheximide cs	FBPA Giardia inh	Shiga toxin inh	HCV inh
O=C(CSc1nnc(-c2ccncc2)n1-c1ccccc1)Nc1ccc(C(=O)O)cc1	-26%	13%	12	4%	3	11%
CCOC(=O)c1cc(C)sc1/N=C/C1C(=O)CC(C)(C)CC1=O	50%[activator]	16%	-5	0%	-19	17%
CCOc1ccc(Cl)cc1CSc1n[nH]c(C)n1	64%[activator]	?	-1	-1%	1	?
COc1ccc(N=C2C(=O)Nc3c(C)cccc32)cc1	nt	14%	3	?	29	14%
Cc1cc2nnc(SCC(=O)N(C)C3CCS(=O)(=O)C3)n2c2ccccc12 (stereo unspecified)	7%	3%	12	-8%	-9	-2%
O=C(CSc1nnc2c(n1)[nH]c1ccccc12)Nc1ccc(S(=O)(=O)Nc2ncccn2)cc1	-4%	16%	-2	4%	24	6%
C/C(=N\NC(=O)c1ccc(-c2ccccc2)cc1)c1cccc(N)c1	1%	1%	10	2%	21	?
NCCCCCc1nnc(SCC(N)=O)o1	45%[activator]	?	-8	0%	-5	-7%
CCCn1c(SCC(=O)NC2CC2)nnc1-c1ccccn1	-10%	14%	-4	nt	-8	19%
CCSC1=NC(=O)/C(=C2/C=Cc3ccccc3N2CC)S1	-2%[5.75 µM]	5%	-3	-9%	11	?
O=S(=O)(Nc1ccc(-c2ccc(N3CCOCC3)nn2)cc1)c1cc(Cl)ccc1Cl	?	-11%	nt	nt	nt	9%
Cc1ccc(C23CCC(=O)N2C(C(=O)O)CS3)c(C)c1 (stereo unspecified)	20%	26%	5	-2%	15	-8%
COC(=O)Cc1ccc(NC(=S)NCc2ccccc2OC)cc1	-4%	11%	1	-1%	-19	-14%
CC(C)CNC(=O)COC(=O)c1cccc(S(=O)(=O)NCC(F)(F)F)c1	?	-7%	9	5%	33	-2%
N#Cc1cccc(NC(=O)COC(=O)c2ccc3c(=O)n4c(nc3c2)CCC4)c1	8%	16%	-2	1%	14	nt
Cc1ccsc1C(=O)Nc1ccccc1N1CCOCC1	nt	-18%	16	3%	-33	?
Cc1cc(C)c2c(N)c(C(=O)NN3CC(=O)N(c4ccccc4F)CC3=O)sc2n1	2%[5.75 µM]	18%	-3	-26%	17	7%
CCCCOc1ccc(C(=O)N2CCN(c3ccc(N4CCOCC4)nn3)CC2)cc1	?	?	nt	nt	nt	?
COC1(c2ccccc2)NC(=S)NN=C1c1ccccc1 (stereo unspecified)	49%[activator]	nt	-4	0%	-6	6%
CCC(C(=O)Nc1ccsc1C(=O)OC)c1ccccc1 (stereo unspecified)	-29%	-4%	-3	-1%	7	-17%

Entries of single compounds from above.
Profile of COC1(c2ccccc2)NC(=S)NN=C1c1ccccc1 (stereo unspecified) = Pf growth 96h = 49%[activator]; Pf growth 48h = nt; Cycloheximide cs = -4; FBPA Giardia inh = 0%; Shiga toxin inh = -6; HCV inh = 6%
Profile of Cc1cc(C)n2cc(CSc3nc4ccccc4[nH]3)nc2n1 = Pf growth 96h = ?; Pf growth 48h = 38%[activator]; Cycloheximide cs = -5; FBPA Giardia inh = 2%; Shiga toxin inh = -2; HCV inh = 6%

Continuation.
SMILES	Pf growth 96h	Pf growth 48h	Cycloheximide cs	FBPA Giardia inh	Shiga toxin inh	HCV inh
COc1cc(C2CC(=O)C3=C(C2)Nc2ncnn2C3c2cccs2)cc(OC)c1OC (stereo unspecified)	?	-28%	-2	11%	29	0%
Cc1c(/N=C/c2ccco2)n(Cc2ccccc2)c2ccccc12	56%[activator]	?	-3	-2%	-17	-12%
O=C(COc1ccccc1)N/N=C/c1ccc(O[C@@H]2O[C@H](CO)[C@@H](O)[C@H](O)[C@H]2O)cc1	21%	-2%	-2	9%	20	6%
CCCCCC(=O)Nc1c(-c2cccs2)c(=O)c2ccccc2n1C	?	nt	8	-6%	8	4%
COc1ccc(CN2CCOCC2)cc1OC	1%	nt	-2	-13%	-1	-6%
COc1ccc(C(=O)NC(Nc2ccccc2)C(Cl)(Cl)Cl)cc1 (stereo unspecified)	-1%	?	1	-7%	-10	7.9µM*
Cc1ccc2nc(N(CCCN(C)C)C(=O)c3cc4ccccc4oc3=O)sc2c1	10µM*	?	18	-4%	21	?
COc1ccc(CCNC(=O)COC(=O)c2ccc(OC)cc2OC)cc1	11%	2%	nt	nt	nt	-44%
O=C(O)C1CC=CCC1C(=O)NCc1ccc2c(c1)OCO2 (stereo unspecified)	0%	3%	-3	-3%	-3	2%
COc1ccc(C(CC(=O)N2CCOCC2)C(C)C)cc1 (stereo unspecified)	10%	29%	-4	5%	-18	1%
Cc1ccc(NCC(=O)N/N=C/c2cc3ccccc3nc2Cl)cc1	40%[activator]	?	12	-2%	21	-15%
O=C(Nc1ccnn1C1CCN(C2CCCCC2)CC1)c1cccc(F)c1	23%	-3%	-4	11%	8	-8%
Nc1ccc(C(=O)N/N=C2/CN3CCC2CC3)cc1	23%	nt	16	-12%	36	26%
COc1cc(S(=O)(=O)N(Cc2ccc(C)cc2)Cc2ccco2)ccc1-n1cnnn1	?	nt	-3	-8%	-10	-9%
Cc1ccc(NC(=O)C(C)N2C(=O)c3ccccc3C2=O)c(C)c1 (stereo unspecified)	-2%	-24%	-4	-4%	-3	9%
CC(C)C(=O)O/N=C(\N)c1ccccn1	44%[activator]	23%	8	0%	22	5%
COc1cc(/C=N/NC(=O)CNC(=O)c2ccco2)ccc1O	6%	-11%	0	1%	23	16%
CC1Cn2c(nnc2C23CC4CC(CC(C4)C2)C3)S1 (stereo unspecified)	nt	?	-3	2%	12	-25%
O=C(NCc1ccco1)c1ccc(Oc2ccccc2)cc1	7.4µM*	nt	55*	-19%	76*	?
O=C(CN1C(=O)CC(c2ccccc2)S(=O)(=O)c2ccccc21)N1CCCC1 (stereo unspecified)	7%	-13%	1	0%	-9	21%
c1ccc(-c2cn3nc(-c4ccccc4)c(-c4ccccc4)nc3n2)cc1	-1%	0%	3	5%	26	-10%
COCCn1c(SCc2ccc(OC)c(F)c2)nc2ccccc2c1=O	-25%	?	4	-1%	34	-23%
CCOC(=O)c1nn(-c2ccc(F)cc2)cc1O	117%	258%[activator]	52*	-3%	115*	22%
O=C(CSc1cccc2cccnc12)N/N=C/c1cccnc1	?	?	32	?	-2	?
COc1ccc(-n2c(N)c(C(=O)NCc3ccco3)c3nc4ccccc4nc32)cc1OC	?	13µM*	-1	?	11	?
CCC(C(=O)Nc1ncc(C)s1)c1ccccc1 (stereo unspecified)	-23%	?	2	-1%	19	-21%
CCCN=CC1=C(O)CC(c2ccccc2)CC1=O (stereo unspecified)	21%	2%	4	1%	11	13%
O=C(Nc1ccccc1C(=O)Nc1ccccn1)c1ccc([N+](=O)[O-])cc1	?	5%	-3	0%	11	?
CC1CCCCN1CCCNC(=O)c1nn(C)c2c1CS(=O)(=O)c1ccccc1-2 (stereo unspecified)	12µM*	13%	-4	-5%	14	7%
C=CCN(C(=O)CCC(=O)Nc1cc(C)on1)C(C(=O)NC1CCCC1)c1ccc(C)cc1 (stereo unspecified)	10%	-51%	6	-2%	-6	-18%
COC(=O)c1ccccc1-n1c(CCC(=O)O)ccc1-c1ccc(F)cc1	-26%	-1%	-2	14%	-2	6%
